M17LAP inhibition = P. falciparum M17LAP inhibitors, primary screen, biochemical, fluorogenic H-Leu-NHMec substrate, 1536-well (AID 1619) | recombinant M17LAP, H-Leu-NHMec fluorogenic kinetic assay; higher % means a stronger effect | one-dose inhibition, % at 30 µM; IC50 in µM for titrated hits | Leucine aminopeptidase (Plasmodium falciparum (isolate 3D7)) | 220,000 tested, 0.38% active;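 active means compound inhibiting the enzyme by more than half at any dose during confirmatory dose-response retesting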;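 further: plate controls were full reaction with DMSO carrier for no effect and no enzyme background for full effect; strong numbers were not always called active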
MT stabilizer = microtubule stabilizers in HeLa cells, primary screen, imaging, high-content imaging. HeLa tubulin immunostaining HCS, 24 h; share of cells brighter than vehicle mean+2SD. AID 2205, 2009. % tubulin-high responders, % at 10 µM. 200,000 tested, 0.83% active;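 active means plate Z-score above 3 for both tubulin-high and condensed-nucleus cell shares, with cell loss under 80%, at 10 µM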;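 further: anti alpha tubulin signal scored within the nucleus-defined area of each cell; some results filed as inactive read as strong as hits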
Dynein cargo inh = inhibitors of GR-EGFP nuclear translocation, primary screen, dynein cargo transport inhibitor project, imaging, high-content, 3617.4 mouse cells | 220,000 tested, 0.47% active | test concentration mostly 20 µM; stimulated with dexamethasone, 1 µM; stronger effect = lower value | z-score, hits read low;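 active means plate z-score of nuclear minus cytoplasmic receptor signal below a set negative limit, without overly bright fluorescence or cell loss, cut at about -3.5 in these data, passing the limit was not always enough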;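 further: z-score of nuclear minus cytoplasmic ring GR-EGFP intensity difference per well; some compounds called inactive have numbers as strong as hits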
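Buffer or medium: Induction medium lacking tetracycline, stripped serum | Also added: Dexamethasone agonist, 1.0 µM final, for 30 min | Timing: 48 h induction, 1 h compound, 30 min dex at 37 °C | Detection: Formaldehyde fixation, Hoechst nuclear stain, 10x automated fluorescence imaging | Measure: Nuclear versus cytoplasmic GR-EGFP signal, averaged per well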
Yfh1-off respiration = enhancers of respiration in Yfh1-depleted yeast, dose response, Friedreich's ataxia, plus single-dose screen (AID 1465); S. cerevisiae Yfh1-off respiration, WST-1 reduction, 72 h; higher fold induction means a stronger effect; one-dose fold induction at 50 µM; EC50 in µM for titrated hits; 220,000 tested, 0.074% active;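 active means fold induction of absorbance versus untreated yeast above a set limit, then at least 30% activation at any dose in follow-up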;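 further: activators that raise dye reduction in frataxin-depleted yeast; strong numbers were not always called active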
Autophagy HCS = autophagy modulators in MEF cells, primary screen, imaging, high-content, MEF GFP-LC3; MEF GFP-LC3 puncta imaging; test concentration mostly 10 µM; calls only at 10 µM (by protocol); 190,000 tested, 0.98% active;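 active means percentage of spot-positive cells more than 3 SD above its plate mean, without a fluorescence outlier flag or 80% toxicity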;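 further: spot-positive cell cutoff set from DMSO-treated cells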
WT yeast gro inh = growth inhibition of WT strain, primary screen, mitochondrial fusion inhibitor project, WT and mutant strains, chemical genetic | mitochondrial fusion phenotypic screen | inhibition, % at 10 µM | 190,000 tested, 2.1% active | AID 1362, 2008; in the data active means inhibition above about 58%; tested in S. cerevisiae
T cell modulator = modulators of CD8 T cell-vesicle binding, primary screen, mouse 2C CD8+ T cells, flow cytometry. 2C CD8+ T cell-vesicle binding; stronger effect = lower value. calls only at 7 µM. 330,000 tested, 0.068% active. AID 2052, 2009;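 active means response, share of CD8 T cells binding vesicles, and their 90th percentile fluorescence all below set limits, cut at about 80% in these data, passing the limit was not always enough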
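incubation = binding step 1.5 h, 37 °C, antibody labelling 20 min, ice | test system = 2C mouse CD8+ T cells | read-out basis = percent CD8+ FL2 mean versus row control | controls = Peptide-free naked vesicles (low) and QL9 vesicles with 0.7% DMSO vehicle (high) | detection = flow cytometry of vesicle-bound cells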
M1AAP inhibition = P. falciparum M1AAP inhibitors, biochemical, fluorogenic H-Leu-NHMec substrate, 1536-well (AID 1445); recombinant M1AAP, H-Leu-NHMec fluorogenic kinetic assay; higher % means a stronger effect; inhibition, % at 30 µM, or IC50 in µM where a hit was titrated; 220,000 tested, 0.42% active;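 active means primary inhibition above the hit cutoff, then over 50% inhibition at one or more dose response concentrations, cut at about 23% in these data, passing the limit was not always enough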;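 further: plate controls were DMSO full reaction for no effect and no enzyme background for full effect; strong numbers were not always called active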
bCat nuc transl = modulators of beta-catenin nuclear translocation, primary screen, imaging, HeLa cells, immunofluorescence, high-content; 190,000 tested, 0.3% active; nuclear translocation activity, % at 5 µM; AID 1665, 2009;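 active means nuclear translocation activity above 50% at 5 µM, with a well cell count of 50 or more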;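 further: per-cell ratio of nuclear to cytoplasmic median beta-catenin stain intensity; plate controls were DMSO negative control for no effect and GSK-3 inhibitor IX positive control for full effect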
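test system = HeLa cells, endogenous beta-catenin | dosing = single 5 µM dose plus 0.02–20 µM confirmation series | times = compound treatment 24 h, 37°C, 5% CO2 | technique = beta-catenin immunofluorescence imaging with DAPI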
WT yeast gro inh mutant strain = recorded beside WT yeast gro inh, whose call it bears; inhibition, %; mitochondrial fusion phenotypic screen, mutant strain inhibition
Dynein cargo inh cytoplasmic EGFP = second read-out of Dynein cargo inh, no call of its own (marks repeat the call); z-score; measured here: cytoplasmic GR-EGFP intensity; stronger effect = higher value
Dynein cargo inh nuclear GR-EGFP = further read-out of Dynein cargo inh, marked with its call; z-score; measured here: nuclear GR-EGFP intensity;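 lower value marks the stronger effect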
Dynein cargo inh cell count = further read-out of Dynein cargo inh, marked with its call; z-score; measured here: cell count per field
bCat nuc transl cell count 5 µM = second read-out of bCat nuc transl, no call of its own (marks repeat the call); cell count; measured here: cell count, cytotoxicity flag
T cell modulator vesicle-bound % = further read-out of T cell modulator, marked with its call; double positive events, %; measured here: CD8+ vesicle-bound cell fraction;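 binding gate set so that unloaded-vesicle control wells show 10% double positive cells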
MT stabilizer Hoechst-high % = recorded beside MT stabilizer, whose call it bears; % Hoechst-high responders; measured here: nuclear condensation Hoechst responders;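 share of cells brighter than vehicle mean plus two SD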
MT stabilizer cytotoxicity % = further read-out of MT stabilizer, marked with its call; toxicity, %; measured here: cytotoxicity by cell density;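 0% = mean cell density of plate MIN control wells and 100% = no cells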
Autophagy HCS cell loss 18 h = second read-out of Autophagy HCS, no call of its own (marks repeat the call); toxicity, %; measured here: cell loss, nuclei count;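 cell loss after 18 h compound exposure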
The depositor's hits bear a star; i = inactive; . = no result given; + = active, no number.

SMILES | M17LAP inhibition | MT stabilizer | MT stabilizer Hoechst-high % | MT stabilizer cytotoxicity % | Dynein cargo inh | Dynein cargo inh cytoplasmic EGFP | Dynein cargo inh nuclear GR-EGFP | Dynein cargo inh cell count | Yfh1-off respiration | Autophagy HCS | Autophagy HCS cell loss 18 h | WT yeast gro inh | WT yeast gro inh mutant strain | T cell modulator | T cell modulator vesicle-bound % | M1AAP inhibition | bCat nuc transl | bCat nuc transl cell count 5 µM
NC(=O)c1ccc(-n2nc(C(F)(F)F)c3c2CCCC3)cc1 | 3% | 6.3 | 2.7 | 5.1 | -1 | -0.3 | -0.66 | 1.1 | i | i | 7 | 0 | -10 | i | 46 | 4% | 0.8 | 970
COc1ccc(/C=C/C(=O)c2ccoc2)cc1 | 9% | 2.2 | 1.5 | 3.3 | -1.2 | -0.16 | -0.66 | 0.19 | i | i | -11 | 10 | -3 | i | 12 | 12% | . | .
Cc1cc(C)cc(Nc2ccc(C(=O)O)cc2N)c1 | -5% | 5.0 | 2.9 | 6.0 | -0.41 | -0.23 | 0.061 | 0.88 | i | i | -5 | -5 | 2 | i | 26 | 6% | 4.6 | 1020
Nc1nnc(C(c2ccccc2)c2ccccc2)s1 | -2% | 4.0 | 2.1 | 0.9 | 0.36 | 0.21 | 0.63 | -1.3 | i | i | -3 | 6 | 4 | i | 48 | 3% | -3.8 | 1325
CN(Cc1ccccc1)S(=O)(=O)c1ccc(NC(=S)NC(=O)C2CCCC2)cc1 | 11% | 28* | 25* | 56* | -0.19 | -0.18 | -0.21 | 0.29 | i | i | 30 | -8 | -2 | i | 53 | 7% | 1.4 | 1334
COc1ccccc1NC(=O)/C(=C/c1cccc([N+](=O)[O-])c1)c1ccccc1 | 4% | 2.3 | 2.5 | 5.6 | 1.1 | -0.11 | 0.65 | -1.3 | i | i | 0 | 30 | 5 | i | 18 | 7% | -2.5 | 1145
O=C(COc1ccccc1)NNc1nc2c(F)cc(F)cc2s1 | 37% | 2.5 | 2.2 | 1.8 | 2.7 | -0.026 | 1.1 | -2.5 | i | i | 0 | 15 | -7 | i | 45 | -12% | -5.0 | 1096
Cc1ccc(NC(=O)CSc2nnc(CSc3nc(C)cc(C)n3)n2Cc2ccco2)c(C)c1 | 13% | 3.5 | 1.1 | 7.8 | 1.9 | 0.12 | -0.057 | -0.3 | i | i | 4 | 3 | 26 | i | 9 | 6% | -0.9 | 1065
CCC(C(=O)NC1CCCC1)N(Cc1ccc2c(c1)OCO2)C(=O)c1snc(C(N)=O)c1N (stereo unspecified) | 10% | 2.2 | 1.3 | 5.2 | -1.2 | -0.099 | -0.62 | 1.9 | i | i | -13 | -2 | -3 | . | . | -4% | -7.9 | 909
CC1=C(C(=O)N2CCCCC2)C(c2cccs2)C2=C(CCCC2=O)N1 (stereo unspecified) | 12% | 3.0 | 1.5 | 5.9 | -0.6 | -0.17 | -0.93 | 0.28 | i | i | 2 | 12 | 3 | i | 54 | 12% | -0.4 | 967
O=C(CNc1ccc2ccccc2c1)NNC1=NCCC1 | -3% | 5.0 | 2.4 | 9.3 | 0.92 | -0.1 | 1.9 | -1.8 | i | i | 12 | 17 | 7 | i | 54 | 5% | -1.1 | 915
CN(CC(=O)NC1CCCCC1)S(=O)(=O)c1ccc(Br)s1 | -1% | 1.0 | 1.0 | 7.1 | 1.3 | 0.14 | 0.88 | -0.93 | i | i | 2 | -4 | 2 | i | 57 | 4% | -1.7 | 994
Cc1noc(C)c1CSc1ncnc2ccccc12 | 17% | 1.6 | 1.8 | 9.2 | -0.028 | -0.19 | -0.21 | 0.15 | i | i | 5 | -3 | 3 | i | 16 | 3% | 1.7 | 1184
CCCc1nc2oc3c(OCC)ncnc3c2c2c1COC(C)(C)C2 | 7% | 1.3 | 1.0 | 5.5 | 0.11 | -0.15 | 0.26 | 0.084 | i | i | -6 | -4 | -33 | i | 48 | 3% | . | .
Cc1ccc(NC(=O)c2c(NC(=O)CCC(=O)O)sc3c2CCCCC3)cc1 | . | 3.0 | 2.3 | 6.4 | -0.65 | -0.26 | 0.047 | 0.7 | i | i | -5 | -3 | -6 | i | 29 | . | -0.1 | 1015
COc1ccc(CC(=O)NCCC(C)C)cc1S(=O)(=O)N1CCOCC1 | -11% | 2.8 | 2.1 | 5.6 | -0.42 | -0.12 | -0.021 | -0.91 | i | i | 5 | -18 | -9 | i | 28 | 2% | -4.1 | 1124
N=C1/C(=C\c2ccc(SCc3ccccc3)o2)C(=O)N=C2SC(CC(=O)N3CCOCC3)=NN12 | 8% | . | . | . | 1.5 | -0.17 | 1.5 | -1.6 | i | . | . | . | . | i | 25 | 20% | -0.8 | 1349
O=C(O)c1nn(-c2ccccc2)c(-c2ccccc2)c1C(=O)c1ccccc1 | 24% | 1.9 | 4.1 | 5.7 | -0.46 | -0.33 | -0.7 | 0.55 | i | i | -13 | -10 | -14 | i | 16 | 1% | 0.3 | 1042
CC(C)Oc1ccc(CNCC2(O)CCOC(C)(C)C2)cc1 (stereo unspecified) | 8% | 5.2 | 0.3 | 56 | -1.2 | -0.27 | -0.43 | 0.47 | i | i | 8 | 15 | 1 | i | 10 | -9% | -2.4 | 1154
Cc1ccc(S(=O)(=O)N2CCCC(C(=O)NC3=NCCS3)C2)cc1 (stereo unspecified) | 3% | 2.4 | 1.4 | 6.1 | 0.68 | 0.046 | 1.3 | -1.2 | i | i | 0 | -6 | -10 | i | 72 | -4% | -0.2 | 1016
Cc1nn(-c2ccccc2)c2[nH]c(=O)c(CNc3ccc4c(c3)OCCO4)cc12 | -23% | 7.1 | 3.5 | 0.7 | 0.24 | -0.18 | 0.39 | -0.55 | i | i | 6 | -8 | 8 | i | 22 | 7% | -6.6 | 921
O=C(Nc1cccc(F)c1)c1ccc(S(=O)(=O)NCC2CCCO2)cc1 (stereo unspecified) | -2% | 1.4 | 5.6 | 11 | 0.021 | -0.1 | 0.31 | -0.32 | i | i | 3 | 0 | 6 | i | 21 | 7% | 0.0 | 1123
CCCCCCC(=O)N(O)C1CC(=O)N(c2ccc(C)cc2)C1=O (stereo unspecified) | 38% | 1.6 | 1.8 | 2.8 | 1 | -0.05 | 0.48 | 0.62 | i | i | -6 | 32 | 35 | i | 43 | 36% | . | .
O=C(/C=C/c1cccc(Br)c1)NCc1ccncc1 | -5% | 3.3 | 1.9 | 5.6 | 0.15 | -0.23 | 0.93 | -1.2 | i | i | 17 | 18 | 3 | i | 50 | -2% | 0.7 | 1085
N#Cc1ccc(-c2ccc(Cl)cc2)nc1SCC(=O)c1cccc(Cl)c1 | -8% | 3.7 | 1.3 | 0.5 | -0.27 | -0.22 | 0.23 | -0.049 | i | + | -5.3* | -3 | -31 | i | 18 | 6% | -1.7 | 1127
CCOC(=O)C1=C(CSc2nc3ccccc3s2)NC(=O)NC1c1cc(C)ccc1C (stereo unspecified) | -6% | 3.0 | 2.3 | 2.8 | 0.82 | -0.02 | 1.1 | 0.0016 | i | i | -23 | 13 | 5 | i | 42 | -1% | -1.4 | 1389
O=C(Nc1ccc(F)cc1)N(Cc1cccs1)Cc1cc2cc3c(cc2[nH]c1=O)OCO3 | 15% | 2.6 | 1.7 | 7.0 | -0.91 | -0.24 | -0.23 | 0.93 | i | i | 14 | 45 | 22 | i | 6 | 14% | -1.2 | 543
CC(C)n1cc(/C=N\NC(=O)c2cc3c(ccc4ccccc43)o2)c2ccccc21 | -8% | 7.6 | 3.2 | 6.0 | -0.22 | -0.24 | -0.28 | 0.81 | i | i | 7 | 5 | 5 | . | . | 9% | -1.5 | 902
O=C(CCC(=O)Nc1cccc(Cl)c1)N/N=C/c1cc([N+](=O)[O-])ccc1O | 12% | 9.1 | 2.6 | 0.7 | -0.012 | -0.36 | -0.095 | 0.18 | i | i | 8 | -10 | 0 | i | 44 | 36% | 1.5 | 1094
